Pf Dd2 growth: blocks in vitro growth of P. falciparum Dd2; P. falciparum Dd2 growth, SYBR Green, 72 h; Potency, µM (doses to about 28.9 µM), inactives show at the highest dose activity, negative = inhibition, usual class: inhibitors; 120,000 tested, 4.3% active; AID 1347417; active = well fitted inhibition curve with a large enough effect; inconclusive = small, poorly fitted or top-dose-only effect; inactive = no such curve, though single readings can be large or run the other way;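 also: plate controls were DMSO vehicle for no effect and reference drug for full effect; nearly all actives have a fitted effect of over 65% in size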
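Infected erythrocytes (Dd2, 0.3% parasitemia, 2.5% hematocrit final) are added to compound in RPMI-1640/Albumax II medium, grown 72 h at 37C in low oxygen, then lysed with saponin/Triton-X containing SYBR Green and read by fluorescence.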
An asterisk follows results filed as active; i = inactive; ? = inconclusive; [ ] = remark or other dose. Potency is read from the fitted curve at half-maximal effect. Some of the compounds tested (hit frequency here may not be typical).

compound	Pf Dd2 growth
CNCC(=O)N1CCCC(N2CCN(c3ccc(OC)cc3)CC2)C1 (stereo not given)	0%
COc1ccc(-c2nn(C)c3sc(C(=O)N4CCN(c5cc(Cl)ccc5C)CC4)cc23)cc1OC	?
CN(C)[C@@H]1CN(C(=O)C2CCCC2)CC[C@@H]1CO	-11%
CCCCc1ncc(-c2c(-c3ccccc3)ncn2CCCn2ccnc2)[nH]1	-3%
O=C(c1ccc2c(c1)OCO2)N1CCC(c2nnc3n2CCNC3)CC1	-10%
CNC(=O)[C@@H]1C[C@H](n2cc(CNC(=O)Nc3ccc(Cl)cc3C)nn2)CN1	3%
COc1ccc(NC(=O)N2C[C@@H](F)C[C@H]2C(=O)N2CCCCC2)cc1	14%
CC(C)CCNC(=O)CN1C(=O)c2cccnc2Sc2ccccc21	?
CNC(=O)N1CCC(C2CCN(C(=O)NCCCOC)C2)CC1 (stereo not given)	-9%
CN1C(=O)CCC2(CNC(=O)c3cnccn3)CCCC=C12 (stereo not given)	12%
Cc1noc(-c2ccn3c(CNC(=O)c4ccc(N(C)C)cc4)nnc3c2)n1	i
COc1ccc(-c2ccc3c(N)c(C(=O)Nc4ccc(C)cc4C)sc3n2)cc1OC	?
COc1ccc(-c2ccccc2C=O)cc1	8%[44.1 µM]
Cc1ccc2oc3c(c(=O)c2c1)C(c1ccc(OCC(N)=O)cc1)N(Cc1ccc2c(c1)OCO2)C3=O (stereo not given)	5%
Cc1nn2cc(CCNC(=O)C3NCCc4[nH]cnc43)nc2s1 (stereo not given)	-3%

Reformatted: entries from further up.
canonical_smiles: CNCC(=O)N1CCCC(N2CCN(c3ccc(OC)cc3)CC2)C1 (stereo not given)
  Pf Dd2 growth: 0%

canonical_smiles: COc1ccc(-c2nn(C)c3sc(C(=O)N4CCN(c5cc(Cl)ccc5C)CC4)cc23)cc1OC
  Pf Dd2 growth: ?

canonical_smiles: CN(C)[C@@H]1CN(C(=O)C2CCCC2)CC[C@@H]1CO
  Pf Dd2 growth: -11%

canonical_smiles: CCCCc1ncc(-c2c(-c3ccccc3)ncn2CCCn2ccnc2)[nH]1
  Pf Dd2 growth: -3%

(listing goes on)
compound	Pf Dd2 growth
CN(Cc1ccncc1)C1CCOc2ccccc21 (stereo not given)	-6%[44.1 µM]
O=C(c1n[nH]c2ccccc12)N1CCC(c2nc(CCOCC3CCOCC3)no2)C1 (stereo not given)	?
COc1ccccc1CNC[C@H]1Cn2c(-c3ccccc3)cnc2CO1	?
CS(=O)(=O)N(C1CCOCC1)C1CN(C(=O)Nc2ccccc2F)C1	6%
CCC(CC)NCc1cccnc1Oc1ccccc1	13µM*
COCCNC(=O)C1COC2(CCN(C(=O)c3ccc(F)cc3)CC2)N1C(=O)c1ccccc1 (stereo not given)	11%
CCCS(=O)(=O)N1CCC(N2C(=O)C(OC)C23CCOCC3)CC1 (stereo not given)	-13%
Cc1nncn1C1CCN(S(=O)(=O)c2ccc(F)c(Cl)c2)CC1	?
COc1ccc(CC(=O)NC2CCc3nnc(C4CC4)n3CC2)cc1 (stereo not given)	5%
CCOc1ccc(CN2CCN(c3nc(C)cc(NC)n3)CC2CCO)cc1 (stereo not given)	-19%
CC(C)CNC1(Cc2cc(-c3cccc(O)c3)on2)COC1	i
Cc1cccc(N2CCN(C(=O)Cc3c(C(=O)O)c(C)cn3C)CC2C)c1 (stereo not given)	1%
COc1ccccc1CNC(=O)CN1CCCC(CO)(CC2CC2)C1 (stereo not given)	i
Cc1cccc(C(=O)Nc2nnc(SCc3cc(=O)n4cccc(C)c4n3)s2)c1	50%[activator]
CCn1ccc2c(OCC(=O)NCc3ccc(C)cc3)cccc2c1=O	17%

The last 4 records of the section above lead into the next.
compound	Pf Dd2 growth
Cc1cccc(N2CCN(C(=O)Cc3c(C(=O)O)c(C)cn3C)CC2C)c1 (stereo not given)	1%
COc1ccccc1CNC(=O)CN1CCCC(CO)(CC2CC2)C1 (stereo not given)	i
Cc1cccc(C(=O)Nc2nnc(SCc3cc(=O)n4cccc(C)c4n3)s2)c1	50%[activator]
CCn1ccc2c(OCC(=O)NCc3ccc(C)cc3)cccc2c1=O	17%
CCN(C(=O)Cn1ncc2c1-c1cc(C)ccc1OC2)c1cc(Cl)ccc1OC	?
CCn1c(CO)nnc1C1CC(NC(=O)c2nc(-c3ccccc3)[nH]c2C)C1 (stereo not given)	-12%
COCC(=O)NC[C@H]1O[C@H](Cc2cc(-c3ccccn3)on2)CC[C@@H]1O	-14%[44.1 µM]
Cc1noc(C)c1C1CCCN1C(=O)c1cccc(-n2cnnc2)c1 (stereo not given)	1%
CN1C[C@H](NC(=O)NC2(c3ccccc3)CCOCC2)CCC[C@@H](C(=O)N(C)Cc2cccnc2)CC1=O	-1%
CCc1ccc(NC(=O)CSc2nnc(-c3nonc3NC(C)=O)n2-c2ccccc2)cc1	-13%
O=C(Cc1cc(F)c(F)c(F)c1)N1CCC(Cc2cccc(CO)c2)C1 (stereo not given)	-11%
Cc1ccc(C(=O)N2[C@@H]3CC[C@H]2CC(NC(=O)c2cnc(C)cn2)C3)c(C)c1 (stereo not given in full)	2%
O=C(Cn1cccc1-c1nc(-c2ccc(F)cc2)no1)Nc1cc(F)cc(F)c1	i
CCc1ccc(C(=O)CC2(O)C(=O)N(Cc3ccc(C)cc3)c3ccccc32)cc1 (stereo not given)	-22%
COc1ccccc1-c1cc(NC(=O)COc2ccccc2Cl)n(-c2ccccc2)n1	46%[activator]
COc1ccc(N2CCN(C(=O)COc3cccc(-c4nnc5n4CCCC5)c3)CC2)cc1	?
COc1ccc(CCNC(=O)CS(=O)Cc2nc(-c3ccc(C)cc3)oc2C)c(OC)c1 (stereo not given)	-20%
CC(C)NC(=O)N[C@H]1CCN2C(=O)c3ccccc3NC(=O)[C@@H]2C1	-3%[44.1 µM]
CCc1nc2c(=O)n(CC(=O)NCc3cc(C)ccc3C)nc(C)c2s1	-10%
COc1cccc(-c2noc(CCCC(=O)NCc3ccco3)n2)c1	-12%
CCCc1noc(-c2cn(C3CCN(C(=O)c4ccccc4)CC3)nn2)n1	i
C=CCNC(=O)CC1CCCN(c2cnn(C)c(=O)c2)C1 (stereo not given)	12%
CCn1c(C(=O)NCc2ccc(OC(C)C)cc2)cc2oc3ccccc3c21	22%
CCn1cc(CNC(=O)c2cc(-c3ccc(C)c(C)c3)nc3ccccc23)c(C)n1	i
N#Cc1cc([N+](=O)[O-])ccc1NC(=O)c1cccn(Cc2cccc(F)c2)c1=O	14%
Cc1nn(C(C)(C)C)c(OC(=O)c2c(F)cccc2F)c1Sc1ccccc1	23%
Cc1ccc(N2CCC3(CCCN3Cc3ccc4nsnc4c3)CC2)nn1	13µM*
CS(=O)(=O)c1ccc(O[C@H]2COCCN(C(=O)c3cnccn3)C2)cc1	i
CN[C@@H](C)C(=O)N1CC[C@H](NC(=O)Cc2cccs2)C[C@H]1C(=O)N[C@@H](Cc1ccc(OC)cc1)C(N)=O	-23%
CCCCNC(=O)c1ccc(CN2C(=O)NC3(CCS(=O)(=O)CC3)C2=O)cc1	i
COc1ccc(Cl)cc1C(=O)NCc1nnc2cc(-c3nc(C(C)C)no3)ccn12	-1%
COCCn1ncc(N2CCCC(CC(=O)NCC3CC3)C2)cc1=O (stereo not given)	25%
O=C(C1CC1)N1CCC(c2nn(-c3ccccc3)c(=O)[nH]2)CC1	?
COc1ccc(CN2C[C@@H](F)[C@@H](OCc3nc4ccc(F)cc4[nH]3)C2)cn1	-16%[44.1 µM]
COc1ccc(C2Cn3nnc(-c4nc(-c5ccc(OC(C)C)cc5)no4)c3CO2)cc1 (stereo not given)	i
COc1ccc(C(=O)N(Cc2ccco2)Cc2ccccc2F)cc1Cl	6%
CN(C)c1ccc(CN2CCOC[C@H]2c2ncc(-c3ccc(F)cc3F)[nH]2)cc1	?
COc1ccc(C(=O)N(C)C2CCCc3ccccc32)cc1 (stereo not given)	?
Cc1cc(C(=O)N2CCOC[C@H](Oc3cccnc3)C2)c(C(F)(F)F)o1	11%[44.1 µM]
O=C(c1cc(F)ccc1F)N1CCOc2ccc(CN3CCc4ccccc4C3)cc2C1	-10%
Cn1ccnc1SCC(=O)Nc1cccc(Br)c1	20%
CC1=C(C(=O)Nc2ccccc2)C(c2cccnc2)n2nc(SCc3ccccc3F)nc2N1 (stereo not given)	17%
CCN(Cc1noc(C2CCC2)n1)C(=O)C(C)Oc1ccc2ccccc2c1 (stereo not given)	i
COc1ccc2c(c1)Cc1sc(NC(=O)c3cccc(Br)c3)nc1-2	?
CCN(CCCNC(=O)Cn1ncc2c([nH]c3ccc(C)cc32)c1=O)c1cccc(C)c1	70%[activator]
Cc1c(Cl)cccc1NS(=O)(=O)c1ccc(NS(=O)(=O)c2ccc3c(c2)OCCO3)cc1	-9%
CC(C)(O)CCc1ccc(C(=O)NCc2nc(-c3ncccn3)no2)cc1	20%
O=C(N1CC(c2nnc(-c3ccncc3)o2)C2(CCOCC2)C1)C1(c2ccccc2)CC1 (stereo not given)	0%
Cc1ccc(-n2c(SCC(N)=O)nc3c([nH]c4ccccc43)c2=O)cc1	i
CC(C)C(=O)Nc1nnc(S(=O)(=O)N2c3ccccc3CC2C)s1 (stereo not given)	12%
O=C(c1ccc2c(c1)N(Cc1cccc(F)c1)C(=O)c1ccccc1S2)N1CCC2(CC1)OCCO2	?
CCOc1ccc(-n2nc3cc(C)c(NC(=O)CC)cc3n2)cc1	i
CC(C)CN1CC[C@H](c2nc3ccccc3n2C)C1	i
c1ccc2c(c1)CC(Cc1nc(C3CCOC3)n[nH]1)C2 (stereo not given)	-2%
CC(=O)N1CCc2c(sc3c2c(=O)n(-c2ccc(F)cc2)c(=O)n3Cc2cc(C)ccc2C)C1	-1%
CCn1c(C2CCN(S(=O)(=O)c3cccc(Br)c3)CC2)nn(C)c1=O	6%
N#Cc1ccc(C(=O)N2C[C@@H](Oc3ccccc3)C[C@H]2C(=O)N2CCOCC2)cc1	15%
O=C(C1CCCC1)N1CC2(CCN(Cc3cccnc3)CC2)Cc2ccccc21	10µM*
C[C@H]1CN(C(=O)Nc2cc(F)cc(F)c2)C[C@@H]1c1nc(-c2ccncc2)no1	?
O=C(Cn1ccn2nc(-c3ccccc3)c(CO)c2c1=O)NC1CCCC1	-16%
O=C(c1cccs1)N1CCN(Cc2ccc(=O)n(CC3CC3)c2)CC1	i
CC(=O)N1CC(CO)C2(CCN(C(=O)Cc3ccccc3Cl)CC2)C1 (stereo not given)	3%
O=C(c1cccc(Cl)c1)N1CCC2(CC1)N=C(c1ccc(Br)cc1)NO2	22%
Cc1ccc(C)c([S+](=O)([O-])c2nnn3c2nc(N2CCC(F)CC2)c2ccccc23)c1	?

The list continues:
compound	Pf Dd2 growth
Cc1ccc(CN2C(=O)[C@@H]3C[C@@H](O)CN3C3(CN(Cc4ccccc4Cl)C3)C2=O)o1	-23%[44.1 µM]
Cc1ccn2c(Nc3ccc4c(c3)OCCO4)c(-c3ccc(N(C)C)cc3)nc2c1	?
COc1ccc(CN2CCc3ncc(C(=O)NCC4CC4)n3CC2)cn1	-15%[44.1 µM]
COc1ccccc1C(=O)N1CCCC(c2nn(C)c(=O)n2C(C)C)C1 (stereo not given)	-25%
CC(C)c1cc(C(=O)N(C)CCc2noc(C3CC3)n2)nc2ncnn12	-13%
Cn1cc(CCC(=O)N2CCC3(CC2)CC(c2ccccc2)C(=O)N3)cn1 (stereo not given)	-2%
CCOC(=O)c1cccc(NC(=O)Cn2c(=O)nc(-c3ccccc3F)c3cc(Cl)ccc32)c1	-17%
CCC(C(=O)Nc1cccc(-c2cn3cccnc3n2)c1)c1ccccc1 (stereo not given)	-10%
Cc1cccc(C(=O)Nc2ccc(OCc3cc(=O)n4ccsc4n3)cc2)c1	-8%
CN1CCN(c2ccc(-c3noc([C@@H]4CCCN4CCCc4ccccc4)n3)cn2)CC1	?
Cc1ccc(C(=O)N2CCCC3(CC(c4cccc(C(F)(F)F)c4)=NO3)C2)cc1 (stereo not given)	-6%
NCCc1noc(-c2cccnc2)n1	-5%
Cc1ccc(C(=O)N2CCC3(CC2)N(c2ccccc2)C(=O)CS3(=O)=O)s1	?
COc1ccc(OC)c(NC(=O)CCCOc2cc(=O)n(C)c3ccccc23)c1	32%[activator]
COc1ccc(-c2nc3ccccc3s2)cc1NC(=O)c1ccccc1F	-6%
CCN(CC)C(=O)[C@@H]1C[C@@H](NC(=O)c2cc3c(s2)CCCC3)CN1C	i
CCn1cc(C(=O)N2CCN(c3ccc(F)cc3)CC2)c(=O)c2cc(S(=O)(=O)N(C)C3CCCCC3)ccc21	-8%
O=C(c1ccc(F)cc1)N1CCCN(Cc2ccc3c(c2)OCO3)c2ccccc21	?
CC1=C(C(=O)Nc2ccc(C)cc2C)C(c2cccs2)n2nc(SCc3ccc(Cl)cc3)nc2N1 (stereo not given)	-8%
O=S(=O)(NCCc1csc2nc(-c3ccccc3)nn12)c1cc(F)ccc1F	5%
CCC(C(=O)NC1CCCCC1)n1c(SCc2ccc(F)cc2)nc2ccncc21 (stereo not given)	?
CCN1C(=O)CCN(C(=O)C2(c3ccc(OC)cc3)CC2)CC12CCOCC2	-13%
COCCNc1ncc(-c2ccc(O)c(OC)c2)c2c1OCC2	8%[44.1 µM]
O=C(NC1CCCC1)N1CC2CC(C1)[C@H]1CCCC(=O)N1C2 (stereo not given in full)	7%

Bioassay records deposited in PubChem BioAssay by National Center for Advancing Translational Sciences (NCATS).
